# E-sel TNF inh: E-selectin induction blockers in HUVEC – imaging, immunofluorescence, high content, primary screen | HUVEC TNFa-induced E-selectin immunofluorescence | inhibition, % at 2 µM | hit rate 0.71% among 120,000;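 active = inhibition above the batch mean plus 3 SD, and confirmed as a hit on visual image review, cut at about 43% in these data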;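 note: 0% = TNF-stimulated DMSO wells and 100% = unstimulated control wells; not every result past the cut was called active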
# MRP-1 activ: H69AR viability gain despite doxorubicin, primary screen, MRP-1 activator project, H69AR cells, CellTiter-Glo; hit rate 0.61% among 140,000; viability rescue; viability increase, % at 10 µM;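 active = viability gain under doxorubicin at or above a set limit, the compound median plus 3 SD, cut at about 4.7% in these data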;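 note: MRP-1 overexpressing cells given doxorubicin 25 µM after compound pretreatment; 18-22 h compound pretreatment then 72 h with doxorubicin before readout; 0% = doxorubicin-only wells and 100% = vehicle-treated cells without doxorubicin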
# NPY Y2 blocker: NPY-Y2 receptor antagonists, primary screen, cell-based. inhibition, % at 2.7 µM. AID 793, 2007. hit rate 0.99% among 140,000. Neuropeptide Y receptor type 2 (Homo sapiens), P49146. NPY-Y2 expressing cells, antagonist mode; in the data active = inhibition above about 17%;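 note: 0% = vehicle with agonist challenge and 100% = reference antagonist with challenge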
# Target sequence (P49146 whole entry, looked up): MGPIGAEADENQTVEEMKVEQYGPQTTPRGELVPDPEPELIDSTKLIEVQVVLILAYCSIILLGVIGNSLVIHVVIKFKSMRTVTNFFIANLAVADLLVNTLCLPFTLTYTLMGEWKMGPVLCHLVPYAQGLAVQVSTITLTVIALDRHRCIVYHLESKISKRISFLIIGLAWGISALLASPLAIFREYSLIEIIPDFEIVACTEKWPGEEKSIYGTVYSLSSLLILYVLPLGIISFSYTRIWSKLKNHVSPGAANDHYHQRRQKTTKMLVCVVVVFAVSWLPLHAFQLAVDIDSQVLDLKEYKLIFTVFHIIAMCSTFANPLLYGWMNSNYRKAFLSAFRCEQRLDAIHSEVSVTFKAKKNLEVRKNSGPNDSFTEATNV
# Measles CPE: compounds protecting cells from measles virus cytopathic effect, primary screen, measles RdRp inhibitor project, single point, MLSMR library, absorbance | AID 841, 2007 | protection (pct of control), % at 4 µM | hit rate 1.5% among 140,000 | Measles virus-infected cells, CPE protection; in the data active = protection mostly above about 24%, no sharp cut-off; inactive = mostly below about 26%; note: some compounds called inactive have numbers as strong as hits
# GALR2 blocker: GALR2 antagonists in receptor-expressing cells, primary screen; inhibition, % at 4 µM; hit rate 0.39% among 140,000; Galanin receptor type 2 (Homo sapiens), O43603; antagonist mode; in the data active = inhibition above about 27%;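 note: cells stimulated with galanin 1-16 at roughly its EC80; 0% = agonist challenge control and 100% = basal control without agonist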
# Target sequence (O43603 whole entry, looked up): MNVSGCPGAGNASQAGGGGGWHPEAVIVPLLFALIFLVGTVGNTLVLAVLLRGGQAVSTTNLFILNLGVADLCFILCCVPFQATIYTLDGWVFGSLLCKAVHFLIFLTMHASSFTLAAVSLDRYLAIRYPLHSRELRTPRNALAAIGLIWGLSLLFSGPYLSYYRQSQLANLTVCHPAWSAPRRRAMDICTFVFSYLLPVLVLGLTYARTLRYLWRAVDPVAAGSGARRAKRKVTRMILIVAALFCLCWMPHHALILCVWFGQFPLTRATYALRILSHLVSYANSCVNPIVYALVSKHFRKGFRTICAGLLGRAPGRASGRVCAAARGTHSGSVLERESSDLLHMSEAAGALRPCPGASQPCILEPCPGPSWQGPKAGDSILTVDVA
# HCT116 bCat-KO: primary screen for growth suppressors in beta-catenin knockout HCT116 cells (colon tumor, human) | viability, % at 10 µM | hit rate 1.5% among 140,000 | HCT116 beta-catenin knockout viability, CellTiter-Glo, 60 h; stronger effect = lower value;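 active = viability at or under a set limit, the compound median less 4 SD, cut at about 6% in these data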;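 note: 0% = Hyamine 1622 control at 20 µM and 100% = untreated cell control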
# Phagocytosis inh: inhibitors of macrophage phagocytosis, primary screen, imaging, J774A.1 cells, IgG beads | J774A.1 macrophage IgG-bead phagocytosis | inhibition, % at 5 µM | hit rate 0.07% among 110,000 | AID 1029, 2008;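 active = inhibition above the mean of the plate negative controls plus 5 SD, cut at about 13% in these data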;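 note: phagocytic index as fraction of beads internalized from green versus red external bead signal; plate controls were DMSO negative control for no effect and cytochalasin-D positive control for full effect; some results beyond the cut were filed as inactive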
# Yeast growth inh: growth inhibitors of yeast BB579 in restrictive medium, primary screen, yeast lifespan-shortening project, S. cerevisiae. hit rate 0.51% among 140,000. OD615, 48 h. inhibition, % at 10 µM;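 active = inhibition above a set limit, 3 SD over the mean compound inhibition, cut at about 44% in these data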; note: inactives centre near -24
#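 System: DeaD yeast strain BB579; buffer or medium: CSMM-D dextrose restrictive medium; technique: OD at 615 nm; schedule: 4 h cell preincubation, 48 h compound exposure, 30 °C humidified; doses: single 10 µM dose; controls: amphotericin B 10 µg/mL, positive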
# HCT116 PTEN-null: growth suppression of PTEN-null HCT116, primary screen, cell-based, CellTiter-Glo | HCT116 PTEN-null viability, 60 h; stronger effect = lower value | viability, % at 10 µM | hit rate 1.2% among 140,000;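 active = viability at or below a set limit, 4 SD under the median of all tested compounds, cut at about 3.7% in these data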;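 note: PTEN knockout HCT116 line with beta catenin targeted HCT116 as companion control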
# Yeast lifespan up: compounds extending yeast replicative lifespan, primary screen, S. cerevisiae, OD615; S. cerevisiae growth with nicotinamide; deaD strain in restrictive glucose medium; inhibition of the nicotinamide effect, % at 10 µM; hit rate 0.68% among 130,000;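 active = inhibition above a set limit, placed 3 SD over the median of all compounds, cut at about 26% in these data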;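 note: 0% = nicotinamide-treated wells and 100% = cells grown without nicotinamide; some compounds called inactive have numbers as strong as hits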
#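 assay system = DeaD-strain S. cerevisiae | buffer or medium = restrictive glucose medium | reagent = 1.5 mM nicotinamide | compound = 10 µM single point, 0.25% DMSO | incubation = 48 h compound exposure at 30 °C, humidified | signal = OD615 measurement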
# Starred values were filed as active, the others as inactive; . = not tested or not shown; & = joins results of further samples.
# Every second line gives: E-sel TNF inh, MRP-1 activ, NPY Y2 blocker, Measles CPE, GALR2 blocker, HCT116 bCat-KO, Phagocytosis inh, Yeast growth inh, HCT116 PTEN-null, Yeast lifespan up
COC(=O)c1[nH]c(C)c(/C(O)=C2\C(=O)C(=O)N(CCN3CCOCC3)C2c2ccccc2OC)c1C (stereo unspecified)
→ 15, -0.3, -2, 0, 0, 99, -1, -18, 100, -6
COc1ccc2c(c1)c(=O)oc1c(C)c(OCC(=O)N3CCc4ccccc4C3)ccc12
→ -13, -1.8, 4, 6, -9, 91, -3, -6, 91, -14
CCOc1cc(S(=O)(=O)n2c(C)nc3ccccc32)ccc1F
→ 10, -1.0, 11, 5, -21, 89, 0, -42, 99, 1
Cc1ccc(SC(C)c2nc(-c3ccccc3)no2)cc1 (stereo unspecified)
→ -7, -1.8, 2, 7, -13, 84, 3, -10, 79, -6
CCOC(=O)c1[nH]cc(-c2ccccc2)c1N1CCOCC1
→ 7, -0.8, 2, 18, -7, 91, 0, 20, 99, -12
Cc1nc(NC(=O)CSc2nnc(C)n2CC2CCCO2)sc1C (stereo unspecified)
→ 5, 0.0, -2, 21, 7, 94, -2, -7, 92, -7
CCOC(=O)CNS(=O)(=O)c1cc(-c2n[nH]c(=O)c3ccccc23)ccc1C
→ 3, -0.2, 3, 2, 5, 88, 0, -33, 97, -5
CCC12CN(C(=O)c3ccc(C)cc3)CC(CC)(CN(C(=O)c3ccc(C)cc3)C1)C2=O
→ ., -1.3, 5, 3, 9, 89, -1, -9, 97, 1
CCCCc1nc(NCc2ccccc2)c(C#N)c2c1CCCC2
→ ., -0.8, 2, 12, 9, 81, ., -32, 82, 1
CCCOc1ccc(NC(=O)CC2C(=O)N(Cc3ccccc3)C(=S)N2Cc2cccs2)cc1 (stereo unspecified)
→ -16, -4.6, -2, 10, 5, 55, ., -15, 43, 3
O=C(c1cc(-c2cccs2)on1)N1CCCCC1
→ ., 0.6, -2, 13, 2, 82, 0, -30, 79, -13
COc1ccc(C(C)NC(=O)c2ccccc2Cl)cc1OC (stereo unspecified)
→ ., -1.9, 0, 11, 6, 99, -5, -10, 97, 8
CCCCCn1c(CNC(=O)CCC)nc2ccccc21
→ 7, -2.0, -1, 3, 6, 89, -1, 10, 81, -10
O=C(c1cc2c(s1)-c1ccccc1S(=O)(=O)C2)N1CCN(Cc2ccccc2)CC1
→ 19, -2.8, 2, 2, -9, 22, 0, -39, 24, -4
O=S(=O)(Nc1ccc(O)cc1)c1cccc2cccnc12
→ 22, -0.3, 1, 17, 2, 82, 0, 8, 83, -4
CC1(c2ccc([N+](=O)[O-])cc2)CC(C)(C)N(C(=O)c2ccccc2)c2ccccc21 (stereo unspecified)
→ ., -2.8, 3, 6, -2, 74, 1, -35, 73, 2
CC(C)c1ccccc1NC(=S)NC(C)c1ccccc1 (stereo unspecified)
→ ., -3.6, 5, 14, 6, 51, -6, -22, 50, 2
Cc1cccc(NC(=S)Nc2c(C)n(C)n(-c3ccccc3)c2=O)c1C
→ ., -2.7, 1, 6, 5, 92, -3, -11, 101, 2
O=C(/C=C/c1cccc(F)c1)N(c1ccccn1)C1CCCCC1
→ 19, -0.3, 2, 29, -25, 88, -8, -20, 86, 1
Nc1nnn(Cc2ccccc2)n1
→ 14, -1.5, 5, 4, -6, 94, ., -13, 92, -1
O=C(c1cccnc1)N1CCN(CCCc2ccccc2)CC1
→ -5, -2.9, -1, 5, -5, 94, -1, 0, 93, -27
CCOc1ccc(NC(=O)N2CCC(NC(=O)c3ccco3)CC2)cc1
→ 10, -0.6, 1, 2, 11, 89, -1, -7, 94, -9
COc1cccc(NC(=O)C(C#N)Cc2ccncc2)c1 (stereo unspecified)
→ -68, -0.5, 1, ., -3, 99, -1, 7, 99, -8
CCNC(=O)c1sc(=S)n(-c2ccc(C)cc2)c1N
→ -4, -1.1, -2, 21, -5, 92, -1, -45, 94, -11
N#CCOc1nc(N2CCCC2)nc(N2CCCC2)n1
→ 13, 0.2, 3, 12, -2, 89, 2, 0, 89, -14
COc1ccc(C=O)cc1COc1ccc(C)cc1[N+](=O)[O-]
→ -14, -2.8, 5, 24, -8, 11, ., -27, 17, -11
COc1cccc(CNCC(O)(c2ccc(Cl)cc2)c2ccc(Cl)cc2)c1
→ -3, -5.0, 12, 6, -20, 58, 0, -60, 54, 2
CCCc1nnc(SCC(=O)N2CCCCC2)n1CCCOC
→ -4, -2.0, -1, 3, 1, 92, -1, -27, 101, -22
CCC(C)(C)NC(=O)C(c1cccs1)N(CC1CCCO1)C(=O)Cn1nnc2ccccc21 (stereo unspecified)
→ 7, -0.6, 11, 10, 2, 92, 0, -35, 96, -12
CCCCn1nnnc1NCc1ccc(C)s1
→ 8, -1.7, 3, 6, -2, 82, ., -3, 89, .
CCOC(=O)C1CCCN(C(=O)c2ccccc2SCCOC)C1 (stereo unspecified)
→ 22, -3.1, 1, 9, 23, 98, 0, -6, 101, 2
CN1Cc2cc(C(=O)c3ccccc3O)cnc2NC1=O
→ -17, -1.9, 2, 13, 22, 99, 2, -15, 94, -9
COc1ccc(S(=O)(=O)NCc2ccncc2)cc1OC
→ -18, -0.2, 1, 8, 19, 78, 0, -25, 74, -10
Cc1ccc(C)c(S(=O)(=O)NCC(=O)NCc2ccco2)c1
→ -16, -2.1, 0, 3, 5, 91, -3, -41, 91, 6
Cc1nnnn1/C(=C\c1ccccc1)C(=O)OCC(=O)N1CC2(C)CC1CC(C)(C)C2 (stereo unspecified)
→ -42, -5.0, -1, 19, 27*, 74, 3, -33, 74, 2
COCCNC(=O)Cn1nc(C(F)(F)F)c(Br)c1C
→ -8, -0.1, 0, 14, 9, 110, -1, -60, 120, -1
COc1cc(NC(=O)Cc2c(C(=O)O)[nH]c3ccccc23)cc(OC)c1OC
→ ., -1.9, -2, 8, 4, 97, ., -12, 95, -27
O=C(CSc1ccccc1)N1CCN(c2ccccc2)CC1
→ -4, -2.5, 3, 7, -8, 101, ., -16, 93, -8
O=C(CSc1nnnn1C1CCCCC1)Nc1nc2c(s1)CCCC2
→ 5, -4.0, 8, 8, -11, 88, 1, -16, 93, -6
CCOC(=O)CSc1cn2c(n1)CCC2
→ -25, -1.5, -1, 18, -2, 94, ., -38, 101, -4
COc1ccccc1C(=O)C1Nc2ccccc2-c2nnc(SC)nc2O1 (stereo unspecified)
→ -24, -2.1, 1, 4, 6, 95, ., -27, 92, -5
O=C(NCCCN1CCOCC1)C1CCC(=O)N1CCc1ccccc1 (stereo unspecified)
→ -2, 1.0, 3, 30, -8, 92, 0, 1, 105, 2
O=C(NCc1ccccc1Br)c1ccco1
→ -3, -2.0, 2, 14, 0, 98, 1, -3, 101, -11
COc1ccc(S(=O)(=O)N2CCN(C3CCCCCCC3)CC2)cc1
→ -24&-27, -0.9, 4, 17, 1, 81, ., -11, 86, -1
CN1CCN(CC#CC2(O)CCCCC2)CC1
→ ., -1.0, -2, 3, -8, 91, 0, -66, 105, -2
O=C(Nc1ccc(CN2CCOCC2)cc1)c1cccs1
→ -17, 0.2, 3, 1, -2, 100, -2, -46, 100, -4
CCCCCn1c(=O)[nH]c2cc(C(=O)NCCCN3CCC(C)CC3)ccc2c1=O
→ ., -5.5, 1, 3, -8, 15, 0, -18, 34, -4
Cc1nc2ccc(NC(=O)c3cc(S(=O)(=O)N4CCOCC4)ccc3C)cc2s1
→ 92*, -2.7, 9, 21, 7, 86, -1, -4, 81, -5
CN1CCN(C2=Cc3ccccc3Sc3cc(F)c(F)cc32)CC1
→ -16, -6.8, 3, 16, 5, 40, ., 1, 43, .
CCOc1ccc(NS(=O)(=O)c2cc(Cl)ccc2OC)cc1
→ -2, -1.6, -1, 12, -3, 75, 0, -19, 71, -14

# New compounds follow.
# Every second line gives: E-sel TNF inh, MRP-1 activ, NPY Y2 blocker, Measles CPE, GALR2 blocker, HCT116 bCat-KO, Phagocytosis inh, Yeast growth inh, HCT116 PTEN-null, Yeast lifespan up
CCOC(=O)N1CCN(c2c(NCCCN(C)c3ccccc3)c(=O)c2=O)CC1
→ ., -1.5, 1, 11, 10, 90, 0, 24, 96, -7
CC(Sc1nc(-c2ccccc2)cc(C(F)(F)F)n1)C(=O)N1CCCC1 (stereo unspecified)
→ ., -0.4, 2, 9, 6, 86, 0, -27, 85, 5
COC(=O)c1ccccc1NC(=O)Cc1ccccc1OC
→ 9, -2.6, 4, 25, -3, 94, ., -25, 83, .
N=c1n(CCOc2ccccc2)c2ccccc2n1CCN1CCOCC1
→ 19, -3.0, 2, 13, -5, 80, -1, -7, 83, -5
Cc1ccc(C(=O)N2CCN(C3c4cccc5cccc(c45)C3NS(=O)(=O)c3ccccc3)CC2)cc1 (stereo unspecified)
→ -9, -4.9, -1, 55*, -3, 49, ., -24, 53, -5
C=CCNC(=O)c1ccc(-c2ccc([N+](=O)[O-])cc2)o1
→ ., 0.6, 0, 32, 5, 91, 7, -8, 87, -4
CCCc1cc(=O)oc2cc(OCc3nn[nH]n3)ccc12
→ ., -0.6, 3, 11, 8, 95, ., -14, 104, -6

# Compounds listed so far that have a halogen:
# Every second line gives: E-sel TNF inh, MRP-1 activ, NPY Y2 blocker, Measles CPE, GALR2 blocker, HCT116 bCat-KO, Phagocytosis inh, Yeast growth inh, HCT116 PTEN-null, Yeast lifespan up
CCOc1cc(S(=O)(=O)n2c(C)nc3ccccc32)ccc1F
→ 10, -1.0, 11, 5, -21, 89, 0, -42, 99, 1
COc1ccc(C(C)NC(=O)c2ccccc2Cl)cc1OC (stereo unspecified)
→ ., -1.9, 0, 11, 6, 99, -5, -10, 97, 8
O=C(/C=C/c1cccc(F)c1)N(c1ccccn1)C1CCCCC1
→ 19, -0.3, 2, 29, -25, 88, -8, -20, 86, 1
COc1cccc(CNCC(O)(c2ccc(Cl)cc2)c2ccc(Cl)cc2)c1
→ -3, -5.0, 12, 6, -20, 58, 0, -60, 54, 2
COCCNC(=O)Cn1nc(C(F)(F)F)c(Br)c1C
→ -8, -0.1, 0, 14, 9, 110, -1, -60, 120, -1
O=C(NCc1ccccc1Br)c1ccco1
→ -3, -2.0, 2, 14, 0, 98, 1, -3, 101, -11
CN1CCN(C2=Cc3ccccc3Sc3cc(F)c(F)cc32)CC1
→ -16, -6.8, 3, 16, 5, 40, ., 1, 43, .
CCOc1ccc(NS(=O)(=O)c2cc(Cl)ccc2OC)cc1
→ -2, -1.6, -1, 12, -3, 75, 0, -19, 71, -14
CC(Sc1nc(-c2ccccc2)cc(C(F)(F)F)n1)C(=O)N1CCCC1 (stereo unspecified)
→ ., -0.4, 2, 9, 6, 86, 0, -27, 85, 5

# Bioassay records: PubChem BioAssay, several laboratories
